Bioassay records deposited in PubChem BioAssay by several laboratories.
MEX-5 binding: C. elegans MEX-5 TCR-2 RNA binding activity. Q9XUB2. MEX-5/FITC-TCR2 RNA binding, fluorescence polarization; stronger effect = lower value. activity score (negative = inhibition of binding), % at 10 µM. actives 0.38% (n = 300,000). AID 1832;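 active means inhibition past about -25% in most replicates, and total fluorescence under double the plate's negative control median, limit read from the data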;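 further: 0% = DMSO and -100% = 5 µM competing unlabeled TCR2 RNA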
pPAFAH FP inh: inhibitors of human plasma PAF acetylhydrolase (pPAFAH). recombinant pPAFAH, FP-rhodamine probe fluorescence polarization. inhibition, % at 3.39 µM. actives 1.5% (n = 330,000);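 active means inhibition above the mean inhibition across the screen plus 3 SD, cut at about 25% in these data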;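 further: inhibitors block binding of the rhodamine activity-based probe so polarization drops; 0% = enzyme with DMSO and 100% = wells lacking pPAFAH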
MCL1 BIM primary: inhibitors of human MCL1 binding to BIM-BH3 peptide. inhibition, % at 10.9 µM. GST-MCL1 / FITC-Bim-BH3 fluorescence polarization. AID 2057. actives 0.68% (n = 320,000);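 active means inhibition above the mean inhibition of all tested compounds plus 3 SD, set per campaign, cut at about 40% in these data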;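 further: 0% = DMSO wells and 100% = unlabeled Bim-BH3 peptide control; higher means more loss of mP so more displacement of Bim peptide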
Fam108B counter: Fam108B inhibition, counter-screen for RBBP9 inhibitors. recombinant Fam108B, FP-Rh probe fluorescence polarization. inhibition, % at 9.51 µM. actives 0.33% (n = 300,000). AID 1947;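 active means inhibition above the screen mean inhibition plus 3 SD, computed separately per campaign, cut at about 18% in these data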;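 further: inhibitors lower polarization as less probe binds the enzyme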
PME-1 primary: blocks human protein phosphatase methylesterase 1. Q9Y570. recombinant PME-1, FP-Rh probe fluorescence polarization. inhibition, % at 5.9 µM. actives 0.53% (n = 320,000). AID 2130;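 active means inhibition above the campaign mean of all compounds plus 3 SD, cut at about 26% in these data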;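 further: competitive labeling of PME-1 active site by serine hydrolase directed probe; 0% = PME-1 with DMSO and 100% = wells lacking PME-1 enzyme; inhibitors block probe labeling so polarization falls and inhibition rises; many of its hits are not listed in these tables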
PAFAH1B2 FP inh: PAFAH1B2 (human) inhibition | inhibition, % at 3.39 µM | recombinant PAFAH1B2, FP-rhodamine activity probe, fluorescence polarization | actives 1.2% (n = 340,000) | P68402;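 active means inhibition above the mean of all tested compounds plus 3 SD, cut at about 24% in these data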;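 further: 0% = enzyme with DMSO and 100% = wells lacking PAFAH1B2; many of its hits are not listed in these tables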
Target sequence (P68402 whole entry, looked up): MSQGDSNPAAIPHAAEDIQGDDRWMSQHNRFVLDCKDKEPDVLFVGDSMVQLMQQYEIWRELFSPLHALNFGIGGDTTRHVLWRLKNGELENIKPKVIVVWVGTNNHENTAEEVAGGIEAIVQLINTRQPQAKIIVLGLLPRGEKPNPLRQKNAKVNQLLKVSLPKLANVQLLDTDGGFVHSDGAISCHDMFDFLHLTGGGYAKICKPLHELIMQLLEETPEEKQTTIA
GLD-1 TGE inh: GLD-1-TGE RNA interaction inhibition (C. elegans); purified GLD-1 + fluorescein TGE RNA, fluorescence polarization; actives 0.44% (n = 320,000); AID 2280; inhibition, % at 5.96 µM;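 active means percent inhibition above a per-plate cutoff, the plate mean of test compounds plus 3 SD, cut at about 30% in these data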;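 further: 0% = DMSO wells with GLD-1 and probe and 100% = wells lacking GLD-1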
Target sequence (Q17339 whole entry, looked up): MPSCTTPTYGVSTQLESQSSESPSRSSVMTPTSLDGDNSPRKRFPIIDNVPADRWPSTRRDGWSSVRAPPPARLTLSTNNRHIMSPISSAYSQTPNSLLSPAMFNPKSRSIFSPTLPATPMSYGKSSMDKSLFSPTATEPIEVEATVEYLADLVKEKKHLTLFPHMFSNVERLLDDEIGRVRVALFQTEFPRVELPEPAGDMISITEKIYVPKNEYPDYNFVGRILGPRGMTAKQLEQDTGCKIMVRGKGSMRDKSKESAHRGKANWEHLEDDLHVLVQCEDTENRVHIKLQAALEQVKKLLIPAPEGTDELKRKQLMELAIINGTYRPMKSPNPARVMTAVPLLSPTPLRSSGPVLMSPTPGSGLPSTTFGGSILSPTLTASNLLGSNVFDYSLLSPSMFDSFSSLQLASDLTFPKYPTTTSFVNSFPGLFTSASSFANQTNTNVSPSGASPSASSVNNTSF
AHR act: human AHR activation | activation, % at 5 µM | AID 2796 | actives 2.5% (n = 320,000) | P35869 | AHR-responsive luciferase reporter cells, luminescence; in the data active means activation above about 47%;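 further: 0% = vehicle wells and 100% = reference agonist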
BCLXL inh: blocks human Bcl-xL binding to Bim BH3 peptide; inhibition, % at 10.9 µM; GST-Bcl-xL / FITC-Bim BH3 peptide fluorescence polarization; Q07817; actives 0.7% (n = 320,000);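 active means inhibition above the mean of all tested compounds plus 3 SD, cutoff set per campaign, cut at about 30% in these data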;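 further: 0% = DMSO wells and 100% = unlabeled Bim-BH3 peptide competitor; inhibitors lower millipolarization by displacing the labeled peptide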
Target sequence (Q07817 whole entry, looked up): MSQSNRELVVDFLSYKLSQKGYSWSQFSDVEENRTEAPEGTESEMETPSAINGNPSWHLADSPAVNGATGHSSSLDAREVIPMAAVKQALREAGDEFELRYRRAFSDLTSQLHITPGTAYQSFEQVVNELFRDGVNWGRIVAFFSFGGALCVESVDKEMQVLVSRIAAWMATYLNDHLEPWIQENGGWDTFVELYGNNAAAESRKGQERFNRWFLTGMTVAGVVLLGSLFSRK
* hit, by the source's call; . = no result given.

SMILES	MEX-5 binding	pPAFAH FP inh	MCL1 BIM primary	Fam108B counter	PME-1 primary	PAFAH1B2 FP inh	GLD-1 TGE inh	AHR act	BCLXL inh
COc1cc2c(cc1OC)C(COc1cc(C)cc(C)c1)N(C(C)=O)CC2 (configuration not stated)	2.2	2	-2	2	-1	3	0	8	2
CCC1(c2ccc(Cl)cc2)NC(=O)N(CC(=O)NCc2ccc(F)cc2)C1=O (configuration not stated)	1.4	2	4	-1	-1	12	8	-2	3
CC(=O)NC(Cc1ccccc1)C(=O)N1CCN(C(=O)c2ccco2)CC1 (configuration not stated)	-1.2	0	1	-3	2	3	4	3	1
COc1ccc(C(=O)N2CCN(c3ncccn3)CC2)cc1S(=O)(=O)N1CCOCC1	.	1	8	.	2	0	1	0	4
O=C(CCN1N=C(c2ccccc2)CCC1=O)NCC1COc2ccccc2O1 (configuration not stated)	1.5	-2	-3	5	1	8	-2	2	1
COc1cc(/C=C(\C#N)C(=O)c2ccc(O)c(O)c2)cc(I)c1O	.	79*	-111	-3	-24	86*	-27	0	-58
Cc1ccc(-c2cc(C(=O)NCc3ccccn3)no2)cc1	1.3	9	2	-1	0	-1	-7	2	4
COc1ccc(C2CC(=O)C=C(NCc3ccccc3)C2)cc1 (configuration not stated)	1.1	1	6	0	4	11	0	0	4
COc1cc(NC(=S)N2CCCCC2C)cc(OC)c1OC (configuration not stated)	4.1	2	14	2	-1	-2	11	-1	4
CN(C)c1ccc(/C=N/n2cnn(Cc3ccccc3Cl)c2=S)cc1	-2.1	1	2	3	1	4	4	22	0
CCCSc1nsc(NC(=O)c2cccnc2OCC)n1	1.9	2	4	2	-8	3	2	2	-1
Cc1cccc(Nc2ccc([N+](=O)[O-])cc2C(=O)O)c1	-1.0	11	16	3	12	10	0	22	12
CC1(C)Cc2ccccc2/C(=C/C(=O)c2ccccc2)N1	-1.4	5	-6	1	-3	0	4	1	4
O=C(CCc1c[nH]c2ccccc12)Nc1ccc(S(=O)(=O)Nc2ncccn2)cc1	-0.3	-2	0	-7	-11	0	-10	1	3
C[C@@H]1COC(=O)[C@H](Cc2ccc(F)cc2)CC/C=C/C[C@@H](CC(=O)N[C@H](CO)Cc2ccccc2)C(=O)N1	.	2	.	.	.	8	-3	1	.
Clc1ccc(-n2ncc3c(NCc4ccccn4)ncnc32)cc1	0.6	0	0	-1	0	0	1	3	1
COc1ccc(OC)c(S(=O)(=O)NCCS(=O)(=O)N2CCN(c3ccccc3)CC2)c1	-1.4	3	9	-3	2	4	1	1	11
CCOC(=O)C1(Cc2ccccc2C(F)(F)F)CCN(C2CCSC2)CC1 (configuration not stated)	0.7	-4	-2	1	0	1	9	0	-6
CCN(CC)S(=O)(=O)c1ccc2oc(SCC3CN=C(c4ccc(OC)cc4)S3)nc2c1 (configuration not stated)	0.9	1	-1	2	-5	0	3	3	1
CCCCOc1ccc(C(CC(=O)NC)C(=O)O)cc1 (configuration not stated)	2.3	2	7	0	-2	-1	-6	-1	11
Cc1cccc(C(=O)OCC(=O)N2CCCCCC2)c1C	.	2	.	.	.	4	0	0	.
COc1cccc(-c2ncc3ccccc3c2COC(=O)CCCC(=O)O)c1	.	-4	7	.	5	5	-4	4	3
O=C(Cc1n[nH]c(=O)[nH]c1=O)N/N=C/c1cccc(Cl)c1	-1.7	-2	4	-2	4	4	2	0	-1
CN(C)c1ccc(/C=[N+](\[O-])C2SC(=S)N(C)C2(C)C)cc1 (configuration not stated)	-0.5	-3	-1	0	-1	7	-2	8	1
CCOC(=O)c1sc(NC(=O)Cc2ccccc2OC)nc1C	-2.2	3	12	-1	4	1	4	-2	6

Brought forward from above: 2 entries; new compounds follow.
SMILES	MEX-5 binding	pPAFAH FP inh	MCL1 BIM primary	Fam108B counter	PME-1 primary	PAFAH1B2 FP inh	GLD-1 TGE inh	AHR act	BCLXL inh
CN(C)c1ccc(/C=[N+](\[O-])C2SC(=S)N(C)C2(C)C)cc1 (configuration not stated)	-0.5	-3	-1	0	-1	7	-2	8	1
CCOC(=O)c1sc(NC(=O)Cc2ccccc2OC)nc1C	-2.2	3	12	-1	4	1	4	-2	6
Cc1ccc(OCc2nnc(SC3CCc4ccccc4C3=O)n2C)cc1 (configuration not stated)	1.4	7	-4	1	3	-2	3	41	-9
Cc1cccn2c(CN3CCCC(c4ccccc4)C3)c(C(=O)N3CCOCC3)nc12 (configuration not stated)	-0.8	-2	7	0	6	1	3	-3	5
CC1=C(C(=O)Nc2ccccc2)C(c2ccc(N(C)C)cc2)NC(=O)N1 (configuration not stated)	-1.1	-3	0	1	4	-4	4	1	1
Cc1cnc(C(=O)OCC(=O)N(Cc2ccccc2)C(C)(C)C)cn1	.	1	.	.	.	6	5	-1	.
CCOC(=O)C(C)(C)C(=O)C(C)(C)C(O)c1ccccn1 (configuration not stated)	1.5	0	4	-1	4	2	4	0	6
COc1cc(CNCc2ccco2)ccc1OCc1ccccc1	0.5	5	0	1	7	3	4	2	0
Cc1ccccc1C(=O)N1CCC(n2nccc2NC(=O)CCOc2ccccc2)CC1	0.0	-8	2	2	7	-7	-1	1	1
COc1ccc(C(=O)N/N=C\c2ccc(OC)c(COc3ccccc3Br)c2)c(OC)c1	0.4	-11	0	-49	-56	-34	0	48*	3
Cc1ccccc1NC(=O)CSc1nnc(C)c2ccccc12	0.0	3	2	-3	0	0	-2	-5	3
CC1=Nc2ccccc2N=C(NC(=O)CSC(=S)N2CCN(C)CC2)C1c1ccccc1 (configuration not stated)	3.5	4	2	7	17	6	3	1	2
CC(=O)N(c1ccccc1)c1ccc([N+](=O)[O-])cc1[N+](=O)[O-]	-1.3	10	-7	7	4	7	4	24	-2
CC(OC(=O)c1nsc(Cl)c1Cl)C(=O)NCc1ccc2c(c1)OCO2 (configuration not stated)	2.9	24	1	4	-1	0	2	10	0
Cc1c(NC(=O)C(C)C)cccc1-c1nc2ncccc2o1	0.9	2	7	-4	3	-2	2	-1	5
O=C(O)c1ccc(-n2cc(C(=O)c3ccccc3O)cn2)cc1	-1.1	-3	8	-2	4	2	-9	9	8
C=CCC[C@H](Cc1ccc(F)cc1)C(=O)OC[C@@H](Cc1c[nH]c2ccccc12)NC(=O)[C@H](CC=C)CC(=O)N(CCO)Cc1ccccc1	.	15	.	.	.	-4	10	2	.
CC(C)N(C(=O)CSc1nc2ccccc2n1Cc1ccccc1F)C(C)C	-0.6	15	2	0	4	4	-4	-3	9
CCN(C[C@H]1N[C@@](C)(C(=O)OC)[C@H]2C(=O)N(Cc3ccccc3)C(=O)[C@@H]12)C(=O)Nc1ccc(OC)cc1	.	-1	.	.	.	4	2	-2	.
NS(=O)(=O)c1ccc(CCNC(=O)CC(NC(=O)c2ccccc2Cl)c2ccccc2)cc1 (configuration not stated)	-0.4	3	3	-3	-3	2	2	1	2
COc1cccc(N2CCN(CC(=O)C34CC5CC(CC(C5)C3)C4)CC2)c1	2.3	-3	-1	5	-4	8	-4	1	1
O=C(COc1ccc(Br)cc1CNCCc1ccccc1)NCc1ccccc1	1.2	1	4	-3	3	3	-4	114*	0
O=C(CSc1nnnn1-c1cccnc1)Nc1ccccc1F	-2.1	5	12	1	8	5	0	12	5
O=C(CS(=O)(=O)c1ccccc1)Nc1ccc(Br)cn1	-4.9	-3	2	-2	-5	2	1	4	3
COc1ccc2c(c1)[nH]c1c(=O)n(/N=C/c3ccc(OC)c(COc4ccccn4)c3)cnc12	-0.6	-1	5	-2	-2	2	-6	23	4
CCOc1ccc(S(=O)(=O)NCc2ccc3c(c2)OCO3)cc1C	1.2	6	3	2	0	-3	0	-1	1
O=C(/C=C/c1ccccc1)NNC(=O)c1cccs1	1.0	5	8	1	4	0	6	12	2
Cc1cc(C(=O)N/N=C/c2cccc([N+](=O)[O-])c2)c2ccccc2n1	-0.6	-10	6	-3	-9	3	2	5	3
Cc1cc(C)n(C(=O)CCCn2cc([N+](=O)[O-])cn2)n1	0.6	2	-9	0	1	3	2	1	0
CC(=O)N1CCC(C(=O)NCCOc2ccc(C)cc2)CC1	2.6	6	3	1	-10	3	13	0	5
Cc1cccc(NC(=O)NC(C)CCc2ccccc2)c1 (configuration not stated)	-2.0	1	1	0	-3	2	-1	14	-1
Cc1ccc(C(=O)N2CCc3ccccc32)cc1	-2.9	4	-3	5	5	2	7	26	0
CC(Oc1ccc(Br)cc1)C(=O)NCc1ccccn1 (configuration not stated)	0.9	1	5	0	-2	11	-7	3	4
O=[N+]([O-])/C(C(Cl)=C(Cl)Cl)=C(\Sc1ccccc1)N1CCCCC1	-2.6	0	5	-2	2	1	-2	0	1
Cc1c(C=O)c2ccccc2n1CC(=O)NC(C)c1ccccc1 (configuration not stated)	-1.0	1	2	0	1	2	-9	3	6
Cc1c(N2C(=O)SC(CC(=O)O)C2=O)c(=O)n(-c2ccccc2)n1C (configuration not stated)	.	0	8	4	4	3	-2	6	8
O=C(Nc1cc(S(=O)(=O)N2CCOCC2)ccc1N1CCCC1)C1CC1	2.5	6	4	-4	6	4	2	1	1
CCOc1ccc(NC(=O)COC(=O)c2ccc(S(=O)(=O)N3CCOCC3)cc2)cc1	.	-3	.	.	.	2	5	3	.

The list is partial, so the mix of outcomes need not match the whole.
